VIM-2 inhibitor = blocks Pseudomonas aeruginosa VIM-2 metallo-beta-lactamase; purified VIM-2, nitrocefin hydrolysis, epi-absorbance fluorescence; inhibition, % at 5.6 µM; 290,000 tested, 0.89% active; AID 1527;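 active means inhibition above the mean of all tested compounds plus 3 SD, cutoff set per screening run, cut at about 7.5% in these data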;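 further: red hydrolysis product quenches plate fluorescence so inhibitors raise well fluorescence; 0% = enzyme with DMSO and 100% = DMSO without enzyme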
FID counter = displaces DNA intercalator in HCV helicase counter-screen | DNA fluorescent intercalator displacement, fluorescence | inhibition, % at 7.9 µM | 290,000 tested, 0.17% active | AID 1845; in the data active means inhibition above about 37%;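 further: 0% = vehicle and 100% = reference compound; higher means more ethidium bromide displaced from hairpin DNA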
HCV NS3 hel inh = blocks Hepatitis C virus NS3 helicase unwinding | inhibition, % at 10.9 µM | NS3 helicase DNA unwinding, Cy5 molecular beacon fluorescence | 290,000 tested, 0.56% active | AID 1800;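 active means inhibition above the mean of all tested compounds plus 3 SD, set per campaign, cut at about 35% in these data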;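 further: 0% = DMSO wells and 100% = thioflavine S control wells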
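Assay system – hepatitis C virus NS3 helicase domain fragment enzyme · Buffer or medium – MOPS pH 6.5, MgCl2, DTT, Tween20, BSA · Reagent – Cy5/quencher beacon DNA duplex and ATP to start · Compound – single 10.9 µM dose · Timing – 1 h at 25 °C · Technique – Cy5 beacon fluorescence read at start and 1 h · Measure – % inhibition of unwinding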
OXTR agonist = human OXTR agonism | 320,000 tested, 0.32% active | P30559 | AID 2435 | CHO-OTR cells, Fluo-8 calcium fluorescence; normalized: DMSO 0%, oxytocin 100% | activation, % at 3 µM;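 active means activation above the mean of all tested compounds plus 3 SD, cutoff set per screening run, cut at about 20% in these data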;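 further: peak over basal fluorescence ratio from a 100 s FLIPR kinetic read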
IMP-1 inhibitor = inhibitors of Pseudomonas aeruginosa IMP-1 metallo-beta-lactamase; purified IMP-1, nitrocefin hydrolysis, epi-absorbance fluorescence; inhibition, % at 5.6 µM; 290,000 tested, 0.45% active; AID 1556;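 active means inhibition above the mean plus 3 SD of all compounds in the same screening run, cut at about 4.5% in these data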;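 further: 0% = IMP-1 with DMSO and 100% = DMSO wells lacking enzyme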
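assay system = purified recombinant IMP-1 metallo-beta-lactamase enzyme | schedule = 15 min preincubation plus 25 min reaction at 25 °C | signal = Epi-absorbance fluorescence, 480 nm excitation, 530 nm emission | read-out basis = percent inhibition from optical density relative to buffer-blank wells | controls = IMP-1 with DMSO as 0%, enzyme-free DMSO as 100%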
GPR7 antagonist = blocks human GPR7 receptor signaling; P48145; GPR7-expressing cells, fluorescence antagonist assay; inhibition, % at 4.4 µM; 290,000 tested, 1.1% active; in the data active means inhibition above about 16%, passing the limit was not always enough;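 further: cells stimulated with the agonist NPW; 0% = agonist with vehicle and 100% = vehicle without agonist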
PHOSPHO1 block = inhibitors of human PHOSPHO1 phosphatase; Q8TCT1; recombinant PHOSPHO1, absorbance phosphatase assay; inhibition, % at 13.3 µM; 290,000 tested, 1.1% active; in the data active means inhibition above about 60%
Target sequence (Q8TCT1 whole entry, looked up): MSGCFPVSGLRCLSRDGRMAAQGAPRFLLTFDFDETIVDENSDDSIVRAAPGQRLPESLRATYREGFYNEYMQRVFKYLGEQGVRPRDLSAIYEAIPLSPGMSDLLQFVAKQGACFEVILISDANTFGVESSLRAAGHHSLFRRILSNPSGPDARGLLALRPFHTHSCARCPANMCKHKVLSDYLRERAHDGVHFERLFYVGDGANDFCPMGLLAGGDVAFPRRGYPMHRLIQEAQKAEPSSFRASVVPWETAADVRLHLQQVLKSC
GalR3 antagonist = blocks the human galanin receptor 3 | O60755 | HEK293 GalR3-CNG cAMP membrane potential fluorescence; galR3 body fused to GalR1 C-terminus | inhibition, % at 3 µM | 360,000 tested, 0.44% active | AID 651719;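 active means inhibition above the screen-wide average plus 3 SD, cut at about 13% in these data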;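 further: forskolin and galanin both at EC90 stimulate the cells; cAMP rise reported by CNG channel membrane potential dye signal; 0% = forskolin plus galanin with DMSO and 100% = forskolin alone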
Target sequence (O60755 1-299 limits assumed): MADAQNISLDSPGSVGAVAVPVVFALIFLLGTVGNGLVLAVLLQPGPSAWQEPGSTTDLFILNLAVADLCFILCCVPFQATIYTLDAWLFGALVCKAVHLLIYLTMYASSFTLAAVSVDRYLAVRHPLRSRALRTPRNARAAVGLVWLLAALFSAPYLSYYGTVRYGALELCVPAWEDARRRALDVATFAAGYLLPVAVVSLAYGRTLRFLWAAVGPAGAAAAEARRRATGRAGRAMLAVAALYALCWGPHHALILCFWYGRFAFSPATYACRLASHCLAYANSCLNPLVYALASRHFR
V1R ag counter = counter-screen for oxytocin receptor agonists: human V1a receptor agonists | CHO-V1R cells, Fluo-8 calcium fluorescence, agonist mode; 0% DMSO, 100% 3 nM vasopressin | activation, % at 3 µM | 320,000 tested, 0.25% active | AID 2797;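 active means activation above the mean activation of all tested compounds plus 3 SD, per screening run, cut at about 20% in these data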;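 further: signal is peak over basal fluorescence ratio across a 100 second FLIPR read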
Target sequence (P37288 whole entry, looked up): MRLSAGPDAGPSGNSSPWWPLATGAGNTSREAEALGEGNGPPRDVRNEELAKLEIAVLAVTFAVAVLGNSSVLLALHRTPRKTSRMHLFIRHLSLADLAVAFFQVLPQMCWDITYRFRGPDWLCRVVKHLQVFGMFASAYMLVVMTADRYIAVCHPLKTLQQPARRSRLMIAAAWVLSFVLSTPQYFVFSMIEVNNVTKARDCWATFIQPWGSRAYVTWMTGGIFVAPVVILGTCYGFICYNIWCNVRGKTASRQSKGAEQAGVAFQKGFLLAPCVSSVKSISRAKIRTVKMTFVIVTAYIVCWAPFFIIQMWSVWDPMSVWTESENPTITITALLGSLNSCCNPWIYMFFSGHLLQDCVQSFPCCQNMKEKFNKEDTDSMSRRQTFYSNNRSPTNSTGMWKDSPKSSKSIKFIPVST
Numbers without * were called inactive; . = no result given. This is a random part of the collection; overall some 4.3% were active at least once.

SMILES	VIM-2 inhibitor	FID counter	HCV NS3 hel inh	OXTR agonist	IMP-1 inhibitor	GPR7 antagonist	PHOSPHO1 block	GalR3 antagonist	V1R ag counter
O=C(CN1C(=O)C2CC=C(Cl)CC2C1=O)Nc1ccc(C(=O)O)cc1 (stereo unspecified)	-3.4	1	1	0.6	-4.2	-11	38	0	1.7
CCOc1cc(C(=S)N2CCCC2)ccc1OC	1.1	-6	-10	0.0	-3.0	-11	18	-10	-0.5
CC(=O)C(=Cc1cc(C)n(-c2ccccc2)c1C)C(C)=O	-0.5	-2	-3	-0.2	-2.3	-2	2	-3	2.6
O=C1Cc2cc(S(=O)(=O)N3CCCCC3)ccc2N1	-3.4	-7	7	0.1	-2.6	-2	-4	.	1.1
Cc1ccc(C#N)c(SCc2cc3c(cc2Cl)OCO3)n1	-3.2	0	-5	-0.2	-1.8	-10	2	-5	-0.1
CC(OC(=O)CCC(=O)c1cccs1)C(=O)Nc1ccccc1[N+](=O)[O-] (stereo unspecified)	1.0	-12	-14	-1.1	-1.9	-1	10	2	0.9
N/C(=N\OC(=O)c1ccc(Cl)cc1Cl)c1ccccc1	-6.2	3	-3	1.8	-0.3	0	-18	-7	0.6
Cc1ccc(NC(=O)C(C)Sc2nc(=O)cc(N)n2-c2ccccc2)cc1 (stereo unspecified)	-3.1	-10	-5	-0.9	1.9	-1	8	-2	0.6
COc1ccc(OC)c(C(=O)NC(CC(N)=O)c2ccc(NC(C)C)c([N+](=O)[O-])c2)c1 (stereo unspecified)	-0.2	-28	-7	0.3	-1.5	-10	31	3	0.2
O=C(CN1CCCCC1)NC(=O)NCc1ccccc1	-1.6	2	9	0.0	-4.1	-10	14	0	1.2
Cc1ccc(/C=N/N2CCN(Cc3ccccc3)CC2)cc1	-1.6	14	7	-0.9	-2.6	-6	-4	-2	0.7
COc1ccccc1NC(=O)CSc1nccn1Cc1ccccc1	0.1	-22	-1	0.0	-2.4	8	53	2	2.7
CC(=O)c1c(C)[nH]c(C(=O)Nc2ccc(Cl)c(S(=O)(=O)N(C)C)c2)c1C	0.7	-4	2	4.2	-1.5	-13	24	-9	5.2
O=C(C1=C[C@H](c2csc3ccccc23)C[C@H](OCc2ccc(CO)cc2)O1)N1CCN(Cc2ccc3c(c2)OCO3)CC1	-1.6	-15	-35	0.2	-2.6	3	36	-3	2.8
O=C(NC1CC1)c1ccc(CS(=O)c2ccc(Br)cc2)o1 (stereo unspecified)	-1.5	-3	3	0.6	-0.5	-4	38	1	1.9
O=C(NCCc1c[nH]c2ccccc12)c1cncc(Br)c1	-1.5	-3	-6	3.1	-3.7	-5	-5	-2	1.7
CCO[C@@H]1OC(C(=O)O)=C[C@H](c2ccc(C(F)(F)F)cc2)[C@H]1CCCO	1.9	-31	13	-0.5	1.2	11	0	-4	0.3
COc1ccc(NC(=O)CSc2nc(-c3ccco3)nc3cc(=O)[nH]n23)cc1Cl	-2.5	-32	16	-0.9	-4.8	-17	37	-1	0.3
CCOc1cc(C(=O)Nc2ccc(F)cc2)cc(Br)c1OC	-3.2	-8	1	-1.7	-1.8	-3	14	-4	3.2
CCCN1C(=O)/C(=C/c2nc3ccccc3c(=O)[nH]2)c2ccccc21	-1.7	-8	1	-1.6	-4.8	-12	0	-3	-0.6
Cc1cc(OC(C)C)nc(-c2ccccc2O)n1	-1.8	-5	8	-0.9	1.1	0	-2	-3	0.1
Cc1onc2c(=O)n(-c3ccccc3)nc(-c3ccccc3)c12	-2.9	-10	-1	-2.6	-3.1	-13	33	1	-0.5
CCOc1ccc(S(=O)(=O)NCc2ccc3c(c2)OCO3)cc1	-1.8	-12	5	4.1	-4.6	-10	41	-9	3.5
CCOC(=O)N1CCC(NC(=O)c2cc(C(=O)NCc3ccc(F)cc3)ccc2CO)CC1	-1.5	-22	3	-0.5	-2.2	3	-12	-4	-0.1
Cc1ccc(S(=O)(=O)c2nc(Nc3ccccc3N3CCOCC3)sc2Cl)cc1	1.7	0	3	-1.1	0.5	-1	-5	-3	-0.6
O=C(Cn1ccc2cc(S(=O)(=O)N3CCCC3)ccc21)NCc1ccccc1	-1.3	-16	-4	0.1	-2.1	-11	38	-5	-0.6
COc1ccccc1-n1nnnc1SCc1cc2c(cc1Br)OCO2	-0.7	-3	-3	-0.3	-2.9	-11	-2	3	1.4
CCOC(=O)c1c(NC(=O)C2=C(C)NC(=S)NC2c2ccc(F)cc2F)sc(C)c1C (stereo unspecified)	-1.1	-11	-3	-1.6	-4.6	-7	-6	2	-0.4
Cc1ccc(S(C)=O)cc1-n1c(=O)n(Cc2ccccc2)c(=O)c2[nH]cnc21 (stereo unspecified)	-1.9	-10	4	-0.1	-1.5	-11	37	-11	1.1
Cc1ccc(NC(=O)c2ccc(OCC3CCCO3)cc2)c(C)c1 (stereo unspecified)	-4.5	-24	10	-0.4	-3.1	-2	12	-2	1.0
COc1ccc(Cl)cc1Nc1nc(N)nc(C(F)(F)F)n1	-2.0	1	-7	-1.3	-1.4	4	28	-6	-1.0
COC(=O)[C@@H]1Cc2c([nH]c3ccccc23)C2CCC(=O)N21 (stereo partly specified)	-2.0	-17	19	.	-3.4	-2	52	-6	.
O=c1oc(Nc2cccc(F)c2)nc2ccccc12	0.0	2	1	0.7	-1.3	-3	19	-3	0.1
CS(=O)(=O)c1ccc(C(=O)N2CC(=O)Nc3ccccc32)cc1	-2.0	-4	10	0.4	-2.9	-6	4	-6	-0.1
O=C(Cc1coc2cc3c(cc12)CCC3)OCC(=O)N1CCCC1=O	1.6	-25	0	1.4	-0.7	21	40	2	1.8
CCCCc1c(O)nc(SCC(=O)c2ccccc2)n(-c2ccccc2OC)c1=O	-0.6	-42	13	-0.3	-1.1	-9	-8	0	0.6
COc1cccc(CN2CCNC(=O)C2CC(=O)NCc2cn3ccccc3n2)c1OC (stereo unspecified)	-0.5	-9	-4	2.1	-0.8	-13	44	-2	0.4
O=C(COC(=O)c1cc(S(=O)(=O)N2CCOCC2)ccc1O)NCC1CCCO1 (stereo unspecified)	0.3	-1	-6	0.0	-1.9	-2	26	-4	1.2
O=C(NC1CCCC1)c1cc2ccccc2o1	3.3	-13	10	-1.5	0.2	4	47	-3	0.1
CC(C)Cn1c(N)c(C(=O)COC(=O)c2ccc([N+](=O)[O-])o2)c(=O)n(C)c1=O	-2.6	1	-6	10	-2.7	-1	21	-5	6.3
Cc1ccc(NC(=O)COc2ncnc3cc([N+](=O)[O-])ccc23)cc1S(=O)(=O)N1CCOCC1	-1.1	20	-5	-0.7	-1.5	-12	20	1	-0.2
CCOc1ccc(-c2[nH]nc3c2C(c2cccnc2)C(C#N)=C(N)O3)cc1 (stereo unspecified)	-1.4	0	2	-0.6	-3.3	-9	2	16*	0.0
CC(=O)c1ccc(N2CCN(C(=O)c3cccc(Oc4ccccc4)c3)CC2)cc1	-1.1	-17	0	6.8	-1.2	23*	6	-7	6.9
Cc1cccc(NC(=O)CCN2CC(C)CC(C)C2)c1 (stereo unspecified)	-0.2	7	2	0.4	-2.1	-7	34	-11	0.3
N#Cc1nc(Cc2cccc3ccccc23)oc1NCCCn1ccnc1	-3.5	5	-31	3.3	-2.7	4	-3	-3	2.2
COCCCNC(=O)CCn1c(=O)c2ccccc2n(Cc2cccc([N+](=O)[O-])c2)c1=O	1.4	-7	-5	-0.1	-2.2	-7	-7	-1	-0.5
O=C(NC1CCN(S(=O)(=O)c2ccc(Cl)cc2)CC1)c1cccnc1	-3.6	-12	-17	-1.7	-0.6	14	11	-11	-0.3
O=C(O)c1ccc(N/N=C/c2cn(Cc3ccccc3F)c3ccccc23)cc1	0.8	-16	19	18	-0.2	-11	6	5	15
CO/C(N)=C(\C#N)N=Cc1ccccc1Cl	-1.4	0	30	0.4	-2.1	-14	49	-5	-0.3
O=C(Nc1ccccc1)Nc1ccc(Cl)c([N+](=O)[O-])c1	-1.7	17	8	15	-0.8	26*	18	-2	10

The listing continues:
SMILES	VIM-2 inhibitor	FID counter	HCV NS3 hel inh	OXTR agonist	IMP-1 inhibitor	GPR7 antagonist	PHOSPHO1 block	GalR3 antagonist	V1R ag counter
OC1(c2cccs2)CN(c2ccc(Cl)cc2)C2=[N+]1CCCS2 (stereo unspecified)	4.3	10	-2	0.5	-1.6	5	-148	-4	0.3
CCN1C(=O)NC2C1N(S(C)(=O)=O)CCN2S(C)(=O)=O (stereo unspecified)	-1.9	1	-3	0.0	-2.3	-4	-14	-2	0.5
CN(c1ccccc1)S(=O)(=O)c1cc(C(=O)OCC(N)=O)ccc1Cl	2.6	-8	6	-0.2	-1.1	0	-35	-4	1.1
COc1ccc(NC(C)=O)cc1S(=O)(=O)N1CCN(C/C=C/c2ccccc2)CC1	-1.1	-10	2	3.3	-0.8	11	-2	1	2.4
CC(C)=C1SC(N2CCN(c3cccc(C)c3)CC2)=NC1=O	-4.6	-13	3	-0.6	-3.7	1	25	0	0.8
Cc1cccc(C)c1OCc1cc(C(=O)N(Cc2nccn2C)C(C)C)no1	-1.1	2	-1	1.6	-2.6	-2	53	-1	4.9
O=C(COC(=O)/C=C/c1ccc(S(=O)(=O)N2CCCCCC2)cc1)NCc1ccccc1Cl	-3.1	-8	-4	-0.8	-2.7	-7	-21	-5	-0.8
COCCN(C(=S)Nc1ccc(C)cc1C)C(C)c1cccs1 (stereo unspecified)	-1.6	1	-5	9.2	-1.7	-2	-8	-5	-1.1
CC(C)(C)c1cc[n+](-c2nc([O-])sc2C=O)cc1	-4.8	0	2	-0.1	-2.2	-1	-5	0	1.1
CCOc1ccc(S(=O)(=O)NCc2ccc(F)cc2)c2cccnc12	-1.3	-3	1	0.3	-1.6	-12	38	-5	0.6
CCOc1ccc(C(=O)NC(C(=O)NCc2ccccn2)C(C)C)cc1 (stereo unspecified)	0.3	-11	9	-1.2	0.3	-7	5	5	-1.1
COc1ccccc1NC(=O)CSc1ncnc2c1oc1ccccc12	-2.8	-2	7	1.8	-4.3	-5	-10	0	0.1
Nc1nc(NCCCN2CCOCC2)nc(Nc2ccc(Cl)cc2)c1[N+](=O)[O-]	6.9	12	-99	1.8	-2.6	-6	20	-1	0.0

Some of the entries so far, with bars between the fields:
SMILES | VIM-2 inhibitor | FID counter | HCV NS3 hel inh | OXTR agonist | IMP-1 inhibitor | GPR7 antagonist | PHOSPHO1 block | GalR3 antagonist | V1R ag counter
CCOc1cc(C(=O)Nc2ccc(F)cc2)cc(Br)c1OC | -3.2 | -8 | 1 | -1.7 | -1.8 | -3 | 14 | -4 | 3.2
CCCN1C(=O)/C(=C/c2nc3ccccc3c(=O)[nH]2)c2ccccc21 | -1.7 | -8 | 1 | -1.6 | -4.8 | -12 | 0 | -3 | -0.6
Cc1cc(OC(C)C)nc(-c2ccccc2O)n1 | -1.8 | -5 | 8 | -0.9 | 1.1 | 0 | -2 | -3 | 0.1
Cc1onc2c(=O)n(-c3ccccc3)nc(-c3ccccc3)c12 | -2.9 | -10 | -1 | -2.6 | -3.1 | -13 | 33 | 1 | -0.5

Assay outcomes: PubChem, several laboratories
